Bioassay records (PubChem)
GlmU inhibition: inhibition of mycobacterial GlmU enzyme – biochemical, glucosamine-1-phosphate acetyltransferase (AID 1376) | inhibition, %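 (tested at 30 µM in the primary screen)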; hits with a dose series show IC50 in µM | M. tuberculosis GlmU acetyltransferase enzyme assay; higher % means a stronger effect | 220,000 tested, 0.25% active | Bifunctional protein GlmU (Mycobacterium tuberculosis (strain ATCC 25618 / H37Rv)); in the data active means inhibition above about 13%; inconclusive means no clear call, values can overlap the other calls;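 further: 0% = complete reaction with vehicle and 100% = reaction without substrate; strong numbers were not always called active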
Mtb RmlCD inh: M. tuberculosis RmlC/RmlD coupled enzyme inhibitors, primary screen, biochemical, compound mixtures, 384-well, from 1536-well plates; AID 1533, 2009; 160,000 tested, 0.03% active; dTDP-4-dehydrorhamnose reductase (Mycobacterium tuberculosis (strain ATCC 25618 / H37Rv)) …; inhibition, % at 3.6 µM; RmlC+RmlD coupled enzyme assay, percent inhibition; primary screen in compound mixtures; in the data active means inhibition mostly above about 34%, no sharp cut-off; inconclusive means no clear call, values can overlap the other calls; inactive means mostly below about 22%; further: some results filed as inactive read as strong as hits
Target sequence (P9WH09 whole entry, looked up): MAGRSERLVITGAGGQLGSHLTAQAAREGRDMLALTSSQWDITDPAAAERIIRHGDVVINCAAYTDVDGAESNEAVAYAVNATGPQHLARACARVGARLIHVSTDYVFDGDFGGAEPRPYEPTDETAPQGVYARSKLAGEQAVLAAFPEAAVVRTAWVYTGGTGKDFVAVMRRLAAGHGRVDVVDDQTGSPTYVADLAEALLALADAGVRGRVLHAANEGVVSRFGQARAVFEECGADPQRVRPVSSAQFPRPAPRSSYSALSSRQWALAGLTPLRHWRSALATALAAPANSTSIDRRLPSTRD
Target sequence (P9WH11 whole entry, looked up): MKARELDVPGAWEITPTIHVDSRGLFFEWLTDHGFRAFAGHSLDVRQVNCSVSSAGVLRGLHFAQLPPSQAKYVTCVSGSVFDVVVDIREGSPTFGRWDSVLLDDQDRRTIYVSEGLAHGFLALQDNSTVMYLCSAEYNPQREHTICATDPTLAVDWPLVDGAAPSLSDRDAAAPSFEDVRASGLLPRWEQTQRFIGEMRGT
Numbers without * were called inactive; ? = inconclusive; . = not tested or not shown. The list is partial; count on the stated rates, not on these rows.

Structure | GlmU inhibition | Mtb RmlCD inh
Cc1nnc(Sc2cc(C(=O)NCc3ccco3)c3ccccc3n2)s1 | 2.5% | 2
O=C1OC(c2ccccc2)=N/C1=C\C=C\c1ccco1 | -5.1% | 4
CCOc1nc(SC(C(C)=O)C(=O)Nc2ccccc2)nc(N(C)C)n1 (stereo unspecified) | -0.1% | -10
Cc1nc2ncnn2c(Nc2ccc3c(c2)OCCO3)c1C | 1.6% | .
COc1ccccc1C(CC(=O)Nc1ccc(C)c(C)c1)c1ccc(OC(C)C)cc1 (stereo unspecified) | -8.2% | 7
Cc1ccc(OCC(O)CN2CCN(Cc3ccc4c(c3)OCO4)CC2)cc1C (stereo unspecified) | -1.1% | 9
Cc1ccc(S(=O)(=O)Nc2ccc3c(c2)OCCO3)cc1 | 1.7% | 4
O=C(CCSCc1ccccc1F)NCc1cccs1 | -0.7% | 7
COc1ccc(NC2c3ccccc3C(=O)N2Cc2ccccc2Cl)cc1OC (stereo unspecified) | 2.9% | -3
CCCCN(C)C1=Nc2cccc3cccc1c23 | . | -7

Entries from the list above that have two or more sulfur atoms, in the order listed:
Structure | GlmU inhibition | Mtb RmlCD inh
Cc1nnc(Sc2cc(C(=O)NCc3ccco3)c3ccccc3n2)s1 | 2.5% | 2
O=C(CCSCc1ccccc1F)NCc1cccs1 | -0.7% | 7

(next part)
Structure | GlmU inhibition | Mtb RmlCD inh
O=C(NC12CC3CC(CC(C3)C1)C2)c1cc([N+](=O)[O-])ccc1N1CCOCC1 | 6.2% | .
COC(=O)c1ccc(N2C(=O)CC(N3CCN(c4ccccc4)CC3)C2=O)cc1 (stereo unspecified) | -1.0% | .
Cc1onc(-c2ccccc2Cl)c1C(=O)Nc1ccccc1C(=O)NC(C)C | 3.7% | .
CCOc1cc(C2C3=C(CCCC3=O)Nc3nc(C(=O)OC)nn32)ccc1OC (stereo unspecified) | -5.6% | .
CN(C)c1cc(-c2ccc(F)cc2)oc(=O)c1Cl | 4.1% | -6
Cc1nn(C2CCS(=O)(=O)C2)c(Cl)c1/C=C/C(=O)OCC(=O)c1c[nH]c2ccccc12 (stereo unspecified) | 0.7% | -8
Cc1ccc(NC(=O)c2cc(C)nn2-c2ccccc2)cc1 | 0.5% | 8
COc1ccc(C(CC(=O)O)NC(=O)OC(C)(C)C)cc1 (stereo unspecified) | -0.3% | .
COc1ccc2[nH]c(C(=O)O)c(NS(=O)(=O)c3ccc(OC)c(OC)c3)c2c1 | 3.2% | 5
O=C(CCCCCNc1nc(=S)[nH]c2ccccc12)NCCc1ccc(Cl)cc1 | -1.0% | 7

Filtered by structure, those above with an aryl thioether with sulfur outside any ring.
Structure | GlmU inhibition | Mtb RmlCD inh
Cc1nnc(Sc2cc(C(=O)NCc3ccco3)c3ccccc3n2)s1 | 2.5% | 2
CCOc1nc(SC(C(C)=O)C(=O)Nc2ccccc2)nc(N(C)C)n1 (stereo unspecified) | -0.1% | -10

Continued.
Structure | GlmU inhibition | Mtb RmlCD inh
COc1cc(C(=O)NC2CCCNC2)cc(OC)c1OC (stereo unspecified) | -5.0% | 9
O=C(N/N=C/c1ccccc1Cl)c1cccc(F)c1 | -3.4% | .
O=C(O)CCCCCN=Cc1c(O)c2ccccc2oc1=O | 2.6% | 10
C=CC(COCc1ccccc1)N(Cc1ccccc1)S(=O)(=O)c1ccccc1Br (stereo unspecified) | 11% | 2
COc1ccc(-c2cc(C#N)nc(N3CCNCC3)n2)cc1 | -9.4% | ?
O=C(CN1CCC(n2nnc3cc(C(F)(F)F)ccc32)CC1)NNC(=O)c1ccco1 | -2.3% | 7
O=C(O)C1CCCN1C(=O)c1cccs1 (stereo unspecified) | -1.3% | .
COc1ccc(NCN2C(=O)C3C4C=CC(C4)C3C2=O)cc1 (stereo unspecified) | 0.3% | 6
COc1ccc2cc3cc(C(=O)NCC4COc5ccccc5O4)oc3nc2c1 (stereo unspecified) | . | 6
COCCNC(=O)c1onc(CSc2ccccn2)c1C(=O)NCCOC | -0.3% | .

Continuation.
Structure | GlmU inhibition | Mtb RmlCD inh
Cc1ccc(C)c(NC(=O)Cc2csc(-c3ccccc3)n2)c1 | -1.5% | .
COc1ccccc1C(=O)Nc1nc2ccc(S(C)(=O)=O)cc2s1 | -3.1% | .
O=C(O)c1cn(-c2ccc(F)cc2)c(=O)c2ccccc12 | -1.7% | .
Cc1cc2ncn(C(=O)c3c(-c4c(Cl)cccc4Cl)noc3C)c2cc1C | 4.4% | 7
O=C(CSc1nc(C2CC2)nc2ccccc12)N1c2ccccc2Sc2ccccc21 | . | 9
COc1ccc(CCN/C=C2/CC(=O)NC2=O)cc1OC | 0.4% | -12
Cc1nc2ccc(NC(=O)COc3ccccc3C)cc2s1 | 2.7% | 2
CCOC(=O)N1CCC(N2Cc3cccc(C(=O)NCc4ccc(OC)cc4)c3C2=O)CC1 | 1.4% | .
CCOC(=O)C(=O)Nc1ccccc1C(N)=O | -6.2% | 12
CCOC(=O)CNS(=O)(=O)c1ccc(C(=O)O)cc1 | -0.5% | .

(listing goes on)
Structure | GlmU inhibition | Mtb RmlCD inh
COc1cc(NC(=O)N[C@H](C(=O)O)C(C)C)cc(OC)c1 | -1.0% | .
Cc1ccc(CC(=O)OCCNC(=O)c2cccnc2)cc1 | 0.9% | 12
CCC(C)(C)C1CCc2c(sc(NC(=O)c3ccoc3C)c2C(N)=O)C1 (stereo unspecified) | . | 3
CC(C)c1cc(CNC(=O)CC2C(=O)NCCN2CC2CCCCC2)on1 (stereo unspecified) | -0.3% | 1
O=C(c1ccccc1)N1CCN(S(=O)(=O)c2cccc(NS(=O)(=O)c3ccccc3)c2)CC1 | 0.8% | -12
O=C1/C(=C/c2cccs2)CCC1C1CCCC1 (stereo unspecified) | 6.8% | 0
CCc1ccc(-c2cc(C(=O)N/N=C/c3ccco3)[nH]n2)cc1 | -6.4% | 5
CC(C)(C)c1cc(OC(=O)c2ccncc2)ccc1O | 0.1% | .
O=C(Nc1ccccc1C(F)(F)F)c1ccccn1 | 1.9% | -11
O=C(CCCSc1nc2ccccc2s1)NCc1ccc2c(c1)OCO2 | 4.6% | -10

(further entries)
Structure | GlmU inhibition | Mtb RmlCD inh
Cc1ccc(NC(=O)C2CCCN(S(=O)(=O)c3c(C)noc3C)C2)cc1F (stereo unspecified) | 4.2% | .
COc1cc(/C=N/NC(=O)c2ccc(CSc3nncn3C)cc2)ccc1OCC(=O)N1CC(C)OC(C)C1 (stereo unspecified) | -2.5% | -11
CCN1C(=O)c2cccc3c(NC(=O)c4ccc5c(c4)OCCO5)ccc1c23 | -1.3% | 107
Cc1ccc(S(=O)(=O)N2CCN(S(C)(=O)=O)CC2)cc1 | -1.5% | .
COc1ccc(CCNC(=O)Cn2c(=O)n(CC3CCCO3)c(=O)c3cc(OC)c(OC)cc32)cc1OC (stereo unspecified) | 7.0% | 9
CCCOc1ccc(N2CC(C(=O)Nc3ncccc3C)CC2=O)cc1 (stereo unspecified) | 1.1% | 12
COc1ccccc1CNC(=O)CC(C)C | 2.5% | .
COc1ccc(CC(=O)Nc2ccc(C(=O)O)cc2NC(=O)Cc2ccc(OC)cc2)cc1 | -1.1% | -2
COc1ccccc1NC(=O)Cn1c(CCC(=O)O)ccc1-c1ccccc1 | 8.2% | 1
O=C(C1CCCO1)N1CCN(C(=S)Nc2ccc(Cl)cc2Cl)CC1 (stereo unspecified) | 2.0% | -7

Later entries
Structure | GlmU inhibition | Mtb RmlCD inh
CCn1c(SCC(=O)N2CCCc3ccccc32)nc2cccnc21 | 1.0% | 9
Cc1sc2ncnc(NCC3(N4CCOCC4)CCCCC3)c2c1C | -0.2% | 2
CC(=O)c1ccc(OC(=O)N(c2ccccc2)c2ccccc2)cc1 | -3.2% | .
CCOC(=O)N1CCC(NC(=O)c2ccc3c(c2)N(Cc2ccc(F)cc2)CCS3)CC1 | 3.4% | 8
O=C(/C(=C/c1ccccc1Cl)c1ccccc1)N1CCOCC1 | 3.7% | 9
CCOC(=O)c1cc2cc([N+](=O)[O-])cc(OC)c2oc1=O | 0.6% | -15
O=C(c1ccccc1)N(CCO)Cc1cc2cc3c(cc2[nH]c1=O)OCCO3 | -6.0% | 8
CC1CCCC(NC(=O)CN2CCN(Cc3ccc(Cl)cc3)C2=O)C1C (stereo unspecified) | 1.0% | .
CCOc1cc(C(=O)OCC(=O)NC(C)c2ccccc2)ccc1OCC(=O)N1CCOCC1 (stereo unspecified) | 3.3% | -4
O=C(NCc1nc2ccccc2[nH]1)C1=C[C@H](c2ccc(C(F)(F)F)cc2)C[C@H](OCc2ccc(CO)cc2)O1 | 0.5% | .

Already shown: an excerpt of the list.
Structure | GlmU inhibition | Mtb RmlCD inh
Cc1nnc(Sc2cc(C(=O)NCc3ccco3)c3ccccc3n2)s1 | 2.5% | 2
O=C1OC(c2ccccc2)=N/C1=C\C=C\c1ccco1 | -5.1% | 4
CCOc1nc(SC(C(C)=O)C(=O)Nc2ccccc2)nc(N(C)C)n1 (stereo unspecified) | -0.1% | -10
Cc1nc2ncnn2c(Nc2ccc3c(c2)OCCO3)c1C | 1.6% | .
COc1ccccc1C(CC(=O)Nc1ccc(C)c(C)c1)c1ccc(OC(C)C)cc1 (stereo unspecified) | -8.2% | 7

(continued)
Structure | GlmU inhibition | Mtb RmlCD inh
c1ccc(-c2nnc(CSc3nncs3)o2)cc1 | -3.4% | .
Cc1nccn1CCCN1C(=O)OC2(CCCCC2)C1(C)O (stereo unspecified) | -0.1% | 5
Cn1nnc(NC(=O)c2ccc([N+](=O)[O-])cc2Cl)n1 | 2.9% | -9
Cc1cccc(N(CC(=O)Nc2ccc(CC#N)cc2)S(C)(=O)=O)c1 | -2.1% | -8
Cc1cc(NS(=O)(=O)c2ccc(NC(=S)NC(=O)c3ccc(F)cc3Cl)cc2)no1 | 1.9% | 7
Cn1c(CN2CCCCC2)nc2cc(NC(=O)c3cccc(Br)c3)ccc21 | 1.9% | .
O=C(Nc1cc(C(F)(F)F)ccc1N1CCOCC1)c1cccnc1Cl | 0.5% | -3
O=C(NCC1CC1)c1ccc(Nc2nc3ccc(Br)cc3[nH]2)cc1 | -3.4% | ?
O=C(COC(=O)c1ccc(O)cc1)Nc1cccc(S(=O)(=O)N2CCCCC2)c1 | 9.6% | -5
COc1ccccc1/C=N/NC(=O)c1nnn(-c2nonc2N)c1CSC1=NCCS1 | -4.4% | -2

Other results follow:
Structure | GlmU inhibition | Mtb RmlCD inh
Cc1ccc(C(=O)NCC(=O)OCC(=O)NC2CCCC(C)C2C)s1 (stereo unspecified) | 2.3% | -2
Cc1cccnc1-n1c(-c2ccco2)nc2ccccc2c1=O | 3.6% | -9
CC1(c2nnc(-c3ccc(F)cc3)o2)CC(c2cccnc2)=NO1 (stereo unspecified) | 4.4% | .
CCOC(=O)N1CCC(Nc2nc(OC)nc(OC)n2)CC1 | 2.5% | .
O=C(NCc1ccc2c(c1)OCO2)C1CCCN1S(=O)(=O)c1ccc(F)cc1 (stereo unspecified) | -1.6% | 5
Cc1ccc(C(=O)N/C(=C\c2ccccc2)C(=O)NCc2cccnc2)cc1 | -0.7% | -11
O=[N+]([O-])c1ccc(N/N=C2\CC3CC=CC23)cc1 (stereo unspecified) | 1.6% | -8
COc1ccc(OCC(=O)NN2Cc3ccccc3C2=N)cc1 | 3.1% | -9
CC1CCN2c3nc4ccccn4c(=O)c3CC3(C(=O)N(C)C(=O)N(C)C3=O)C2C1 (stereo unspecified) | 3.3% | -2
COC(=O)c1ccccc1-c1ccc(/C=N/NC(N)=O)o1 | 0.1% | -6

Next entries:
Structure | GlmU inhibition | Mtb RmlCD inh
Cc1ccc(S(=O)(=O)N2CCC(C(=O)OCC(=O)N3CCc4ccccc43)CC2)cc1 | 5.1% | 11
O=C(CN1CCN(c2ccc(F)cc2)CC1)Nc1ccc(F)c(F)c1 | -3.5% | 8
CC1CCc2sc(C(=O)N=Nc3c(O)[nH]c4ccccc34)cc2C1 (stereo unspecified) | -3.3% | 8
O=C(CNC(=O)c1ccccc1Cl)N/N=C/C=C/c1ccccc1 | -2.7% | -8
COc1ccc2c(c1)CC/C(=C\c1ccc(OC)c(Cn3nc(C)cc3C)c1)C2=O | -4.9% | .
CCOC(=O)C1=C(C)Nc2ccccc2N=C1NC(=O)/C=C/c1ccc(OC)cc1OC | -2.2% | .

Entries of single compounds, quoted from the list. Screens in order: GlmU inhibition, Mtb RmlCD inh
CCOC(=O)N1CCC(N2Cc3cccc(C(=O)NCc4ccc(OC)cc4)c3C2=O)CC1 as listed: 1.4%, .
O=C(NC12CC3CC(CC(C3)C1)C2)c1cc([N+](=O)[O-])ccc1N1CCOCC1 as listed: 6.2%, .
O=C1OC(c2ccccc2)=N/C1=C\C=C\c1ccco1 as listed: -5.1%, 4
O=C(CCCCCNc1nc(=S)[nH]c2ccccc12)NCCc1ccc(Cl)cc1 as listed: -1.0%, 7
